# Source: PubChem (The Scripps Research Institute Molecular Screening Center)
# PAFAH1B2 inh: blocks human PAF acetylhydrolase 1b catalytic subunit 2. P68402. recombinant PAFAH1B2, FP-rhodamine activity probe, fluorescence polarization. inhibition, % at 3.39 µM. actives 1.2% (n = 340,000);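 active means inhibition above the mean of all tested compounds plus 3 SD, cut at about 24% in these data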;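 further: 0% = enzyme with DMSO and 100% = wells lacking PAFAH1B2; many of its hits are not listed in these tables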
# PAFAH1B3 inh: inhibitors of human PAFAH1B3; recombinant PAFAH1B3, FP-rhodamine probe, fluorescence polarization; AID 492972; actives 0.28% (n = 340,000); inhibition, % at 3.39 µM;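 active means inhibition above the screen-wide average of all tested compounds plus 3 SD, cut at about 25% in these data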;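 further: 0% = enzyme with DMSO only and 100% = wells lacking PAFAH1B3 protein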
# Target sequence (Q15102 whole entry, looked up): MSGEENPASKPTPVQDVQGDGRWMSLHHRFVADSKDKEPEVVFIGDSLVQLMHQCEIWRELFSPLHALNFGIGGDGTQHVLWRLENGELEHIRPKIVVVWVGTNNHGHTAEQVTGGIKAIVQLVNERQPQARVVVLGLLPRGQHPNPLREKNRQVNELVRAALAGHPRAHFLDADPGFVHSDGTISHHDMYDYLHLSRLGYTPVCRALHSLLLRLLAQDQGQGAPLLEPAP
# ZTA DNA inh: blocks Epstein-Barr virus ZTA, an EBNA-1 counter-screen; P03206; ZTA-DNA binding, fluorescence polarization; inhibition, % at 11 µM; actives 0.15% (n = 320,000); AID 2234; in the data active means inhibition above about 33%
# Target sequence (P03206 whole entry, looked up): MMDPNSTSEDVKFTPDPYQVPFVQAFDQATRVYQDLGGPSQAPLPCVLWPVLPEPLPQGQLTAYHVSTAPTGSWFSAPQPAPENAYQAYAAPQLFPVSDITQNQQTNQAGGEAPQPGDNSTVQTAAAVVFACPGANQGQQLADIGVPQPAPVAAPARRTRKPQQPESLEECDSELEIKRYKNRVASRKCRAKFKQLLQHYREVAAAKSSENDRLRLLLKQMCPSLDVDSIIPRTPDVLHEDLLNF
# pPAFAH FP inh: inhibitors of human plasma PAF acetylhydrolase (pPAFAH) | Q13093 | recombinant pPAFAH, FP-rhodamine probe fluorescence polarization | inhibition, % at 3.39 µM | actives 1.5% (n = 330,000);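 active means inhibition above the mean inhibition across the screen plus 3 SD, cut at about 25% in these data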;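 further: inhibitors block binding of the rhodamine activity-based probe so polarization drops; 0% = enzyme with DMSO and 100% = wells lacking pPAFAH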
# LYPLA1 counter: blocks human lysophospholipase 1, a PME1 counter-screen; AID 2174; actives 0.16% (n = 320,000); inhibition, % at 5.9 µM; recombinant LYPLA1, FP-Rh probe fluorescence polarization; O75608;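 active means inhibition above the mean of all tested compounds plus 3 SD, set per campaign, cut at about 14% in these data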;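 further: inhibitors block serine hydrolase probe labeling of LYPLA1 so polarization falls; 0% = enzyme with DMSO and 100% = wells lacking LYPLA1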
# Target sequence (O75608 whole entry, looked up): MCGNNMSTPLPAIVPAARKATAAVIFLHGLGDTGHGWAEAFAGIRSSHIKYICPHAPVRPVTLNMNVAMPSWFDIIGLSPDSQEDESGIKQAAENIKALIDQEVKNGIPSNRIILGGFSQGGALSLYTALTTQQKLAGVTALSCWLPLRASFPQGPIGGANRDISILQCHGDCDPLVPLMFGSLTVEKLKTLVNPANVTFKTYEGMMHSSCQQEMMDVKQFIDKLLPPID
# EBNA-1 inh: blocks EBNA-1 binding to DNA; EBNA-1 DNA binding, fluorescence polarization; inhibition, % at 14.8 µM; actives 0.34% (n = 300,000); AID 1950; in the data active means inhibition above about 28%
# LYPLA2 inh: LYPLA2 (human) inhibition in PME1 counter-screen. actives 0.38% (n = 320,000). inhibition, % at 5.9 µM. recombinant LYPLA2, FP-Rh probe fluorescence polarization. AID 2177. O95372;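 active means inhibition above the screen-wide mean plus 3 SD, limit set per campaign, cut at about 26% in these data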;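 further: 0% = LYPLA2 with DMSO and 100% = wells lacking LYPLA2 enzyme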
# Target sequence (O95372 whole entry, looked up): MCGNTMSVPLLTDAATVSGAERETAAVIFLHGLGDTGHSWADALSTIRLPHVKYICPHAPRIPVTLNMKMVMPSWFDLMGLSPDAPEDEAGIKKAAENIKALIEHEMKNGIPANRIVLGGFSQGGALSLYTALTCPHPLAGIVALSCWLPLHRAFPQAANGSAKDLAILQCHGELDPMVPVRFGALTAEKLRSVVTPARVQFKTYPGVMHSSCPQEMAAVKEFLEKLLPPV
# PAFAH2 FP inh: PAFAH2 (human) inhibition; inhibition, % at 3.39 µM; actives 0.99% (n = 340,000); recombinant PAFAH2, FP-rhodamine activity probe, fluorescence polarization; AID 492956;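 active means inhibition above the mean over all tested compounds plus 3 SD, cut at about 30% in these data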;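 further: inhibitors block probe labeling of enzyme so polarization drops; 0% = enzyme with DMSO and 100% = wells lacking PAFAH2 protein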
# PREPL inh: human PREPL enzyme inhibition. recombinant PREPL, fluorescence polarization activity-based probe. Q4J6C6. inhibition, % at 5.96 µM. actives 0.68% (n = 320,000). AID 2751; in the data active means inhibition above about 43%;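 further: 0% = enzyme with DMSO and 100% = wells lacking enzyme; many of its hits are not listed in these tables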
# Starred values were filed as active, the others as inactive; . = not tested or not shown. An excerpt; count on the stated rates, not on these rows.
Structure	PAFAH1B2 inh	PAFAH1B3 inh	ZTA DNA inh	pPAFAH FP inh	LYPLA1 counter	EBNA-1 inh	LYPLA2 inh	PAFAH2 FP inh	PREPL inh
COc1ccc(C(=O)n2c(C)c(CCO)c(=O)n2C)cc1	-3	3	0	1	-3	-2	-6	-1	2
O=C(Nc1ccnn1C1CCN(Cc2cccc(OCCO)c2)CC1)C1CC1	1	-3	14	-2	3	8	9	3	-2
C=CCc1ccc(OC(=O)NC2CCCCC2)c(OC)c1	10	5	1	1	2	3	-3	0	0
Cc1c(NC(=S)NC(=O)C(C)(C)C)cccc1[N+](=O)[O-]	-3	13	-12	-2	0	5	-7	1	8
COC(=O)c1ccc(CN2CCN(C3CCCC3)C(CCO)C2)cc1 (centres undefined)	3	4	4	5	-1	5	4	0	4
CN1C(=O)/C(=C2\SC(N)=NC2=O)c2ccccc21	3	12	4	0	-5	6	-2	5	-7
Cc1ccc(CNC(=O)c2ccc(NC3=NC4CS(=O)(=O)CC4S3)cc2)cc1 (centres undefined)	6	-2	0	-4	0	12	-2	-2	-6
C=CCn1c(SCc2c(C)noc2C)nc2sc(C)c(C)c2c1=O	-1	3	-2	7	-4	-10	-4	5	12
Cc1ccc2c(CN3CCCCC3)cc(=O)oc2c1	3	2	17	8	-3	5	0	6	-8
O=C(O)c1ccccc1NC(=S)NC(=O)c1cccc2ccccc12	1	2	0	2	3	-9	5	8	8
Cc1ccc2c(c1)N(CC(=O)NCCCN1CC(C)CC(C)C1)C(=O)c1cccnc1O2 (centres undefined)	-2	1	-10	-1	3	-12	4	4	19
O=C(COC(=O)C1CC1)NCCc1ccccc1	8	1	.	2	.	.	.	13	3
COc1cc2ccccc2cc1C(=O)NC(=S)Nc1ccc(C(=O)O)cc1	-5	9	11	0	-1	4	0	2	7
CC(C)Oc1ccc2c3c(c(=O)oc2c1)CCC3	4	2	-11	6	-3	5	2	0	8
Cc1ccc(S(=O)(=O)N2CCOCC2)cc1NC(=O)COC(=O)Cc1ccccc1	7	7	.	6	.	.	.	9	12
O=C(c1ccc2ncsc2c1)N1CCN(c2ccccc2Cl)CC1	4	12	3	4	-14	6	1	3	6
CC(=O)N1CCN(S(=O)(=O)c2cccc(C(=O)Nc3ccc(F)c(F)c3)c2)CC1	1	1	9	3	-3	15	12	3	9
CN(CCc1ccccn1)C1CCCN(S(=O)(=O)c2ccccc2Cl)C1 (centres undefined)	0	2	8	3	-1	-11	1	-6	0
CCCCc1ccc(NC(=O)CSc2nc(=O)n(CCN3CCOCC3)c3c2CCC3)cc1	9	8	-8	1	-2	-10	4	0	1
COc1ccc2[nH]c3c(=O)n(CCCN4CCOCC4)cnc3c2c1	2	10	0	-2	-1	7	-2	-7	3
CN(C)C(=S)NC(=O)C12CC3(C)CC(C)(CC(C)(C3)C1)C2	.	.	4	2	-1	-7	5	.	-13
Cc1ccc(-c2c(C)n([O-])c3c([n+]2=O)CCCC3)o1	-1	1	10	3	-2	1	3	-10	4
O=C(COc1ccc(F)cc1)NCCN1CCCC1	3	14	4	0	1	-1	0	3	2
COc1cc(/C=C/C(=O)OCC(=O)Nc2c(C)n(C)n(-c3ccccc3)c2=O)cc(OC)c1OC	1	-7	9	-1	-3	.	-3	4	3
COc1ccc(C(CCO)NC(=O)c2cccs2)cc1OC (centres undefined)	0	-8	2	5	1	7	5	5	15

# Continuation.
Structure	PAFAH1B2 inh	PAFAH1B3 inh	ZTA DNA inh	pPAFAH FP inh	LYPLA1 counter	EBNA-1 inh	LYPLA2 inh	PAFAH2 FP inh	PREPL inh
O=C(CSc1nnc(-c2ccccc2)o1)Nc1ccccc1F	5	5	2	2	0	-6	-2	13	-3
COc1ccc(C(Nc2ccc(S(=O)(=O)NCC3CCCO3)cc2)C(=O)NC(C)(C)C)cc1OC (centres undefined)	-1	-3	10	0	0	9	0	-1	2
Cc1ccc(-c2nnn3c2nc(NCCc2ccc(S(N)(=O)=O)cc2)c2ccccc23)cc1	-3	1	1	2	0	15	-2	0	-1
COc1ccc(OC)c(C2=NOC(C(=O)NCc3ccco3)C2)c1 (centres undefined)	-5	1	-2	5	-2	2	5	-6	1
CC1(C(=O)NNC(=O)C2CCCCC2)CC1(Cl)Cl (centres undefined)	3	0	-9	4	-4	7	-5	1	-1
CCc1cccc(CC)c1-n1c(-c2cccnc2)n[nH]c1=S	-1	7	-13	-4	1	0	3	-1	-11
COc1ccc(/C=C(/NC(=O)c2ccccc2)C(=O)Nc2cccc(C(=O)O)c2)cc1	5	0	-4	3	0	4	0	2	-5
CCC(=O)Nc1ccccc1C(=O)N1CCOCC1	4	8	5	6	-1	2	4	2	1
Cc1ccc(S(=O)(=O)C2(C(=O)Nc3ccc(Br)cc3)CC2)cc1	0	2	0	19	-3	-1	-3	5	-20
Cc1ccc(NC(=O)CN(C)CC(=O)Nc2cccc(F)c2)cc1[N+](=O)[O-]	2	9	-7	-5	-6	-4	-10	2	4
COc1ccc(CCNC(=O)CO/N=C/c2cc3c(cc2Br)OCO3)cc1OC	2	8	-8	-2	1	3	4	1	-7
O=C(CSc1nnc(-c2ccco2)n1Cc1ccccc1)c1ccccc1	10	11	-14	6	-3	-5	-6	10	-15
CCOC(=O)c1c(NC(=O)C(C)Sc2cccc[n+]2[O-])sc2c1CCN(Cc1ccccc1)C2 (centres undefined)	-2	7	9	33*	-1	8	4	-16	20
CCC(C)NC(=O)C1CCN(c2nc(C)cc(C)n2)CC1 (centres undefined)	3	1	1	4	3	-15	1	10	13
O=C(Nc1ccccc1)C1CCOC1=O (centres undefined)	.	.	-5	1	0	1	5	.	3
COc1cccc(C(=O)Nn2cnnc2)c1	3	4	-5	-1	1	2	5	3	8
CCOC(=O)Cc1nnc(NC(=O)C(CC)Sc2nnc3c4ccccc4n(C)c3n2)s1 (centres undefined)	3	2	16	-2	-3	8	-5	6	-4
COc1ccc2c(c1)Cc1sc(NC(=O)c3cccnc3)nc1-2	11	7	-5	12	2	-13	2	5	17
CCN(CC)c1ccc(/C=N/OCC(=O)Nc2cccc(C)c2)cc1	4	-9	-5	4	-3	9	2	-1	18
Cc1ccccc1-n1cc(C(=O)c2cc(Cl)ccc2O)cc(C#N)c1=O	-1	7	1	-3	-3	-2	2	-4	-4
COc1cc2c(cc1OC)CC(=O)N(C)CC2	3	2	10	1	-1	13	1	0	-2
Cc1ccc2c(c1)cc(CN(Cc1ccc3c(c1)OCO3)C(=O)c1cnccn1)c1nnnn12	0	1	15	3	2	4	-1	6	-7
CCC12CN3CC(CC)(CN(C1)C3c1ccc([N+](=O)[O-])o1)C2=O (centres undefined)	3	1	1	-5	-2	-13	2	0	6
CCC(=O)c1ccccc1OCCCN1CCC(Cc2ccccc2)CC1	10	5	6	1	3	8	-4	1	7
CC(C)NC(=O)CSCc1c(Cl)cccc1Cl	8	8	5	2	-2	12	1	-3	-10

# 14 entries already listed, arranged by molecular weight, descending:
Structure	PAFAH1B2 inh	PAFAH1B3 inh	ZTA DNA inh	pPAFAH FP inh	LYPLA1 counter	EBNA-1 inh	LYPLA2 inh	PAFAH2 FP inh	PREPL inh
CCOC(=O)c1c(NC(=O)C(C)Sc2cccc[n+]2[O-])sc2c1CCN(Cc1ccccc1)C2 (centres undefined)	-2	7	9	33*	-1	8	4	-16	20
CCOC(=O)Cc1nnc(NC(=O)C(CC)Sc2nnc3c4ccccc4n(C)c3n2)s1 (centres undefined)	3	2	16	-2	-3	8	-5	6	-4
COc1ccc(CCNC(=O)CO/N=C/c2cc3c(cc2Br)OCO3)cc1OC	2	8	-8	-2	1	3	4	1	-7
COc1ccc(/C=C(/NC(=O)c2ccccc2)C(=O)Nc2cccc(C(=O)O)c2)cc1	5	0	-4	3	0	4	0	2	-5
O=C(CSc1nnc(-c2ccco2)n1Cc1ccccc1)c1ccccc1	10	11	-14	6	-3	-5	-6	10	-15
Cc1ccccc1-n1cc(C(=O)c2cc(Cl)ccc2O)cc(C#N)c1=O	-1	7	1	-3	-3	-2	2	-4	-4
COc1ccc(OC)c(C2=NOC(C(=O)NCc3ccco3)C2)c1 (centres undefined)	-5	1	-2	5	-2	2	5	-6	1
COc1ccc2c(c1)Cc1sc(NC(=O)c3cccnc3)nc1-2	11	7	-5	12	2	-13	2	5	17
CCC12CN3CC(CC)(CN(C1)C3c1ccc([N+](=O)[O-])o1)C2=O (centres undefined)	3	1	1	-5	-2	-13	2	0	6
CCc1cccc(CC)c1-n1c(-c2cccnc2)n[nH]c1=S	-1	7	-13	-4	1	0	3	-1	-11
CCC(C)NC(=O)C1CCN(c2nc(C)cc(C)n2)CC1 (centres undefined)	3	1	1	4	3	-15	1	10	13
CCC(=O)Nc1ccccc1C(=O)N1CCOCC1	4	8	5	6	-1	2	4	2	1
COc1cc2c(cc1OC)CC(=O)N(C)CC2	3	2	10	1	-1	13	1	0	-2
O=C(Nc1ccccc1)C1CCOC1=O (centres undefined)	.	.	-5	1	0	1	5	.	3

# Later entries.
Structure	PAFAH1B2 inh	PAFAH1B3 inh	ZTA DNA inh	pPAFAH FP inh	LYPLA1 counter	EBNA-1 inh	LYPLA2 inh	PAFAH2 FP inh	PREPL inh
CCOC(=O)c1cc(-c2ccccc2)sc1NC(=O)C(C)Sc1nnc(N)s1 (centres undefined)	0	4	14	-1	-7	-11	-8	-1	-3
CCOC(=O)c1ccc(-c2ccc3c(=O)c4ccccc4n(C)c3c2)cc1F	1	-1	-6	-1	-3	2	-7	7	-9
O=C(Nc1ccc(Cl)cc1)OCc1ccccn1	-4	-2	-16	-7	-7	-11	-8	4	-3
CNC(=O)Cn1nc(C)c(S(=O)(=O)N2CCOCC2)c1C	2	3	.	4	.	.	.	2	5
CC(C)CN(C(=O)CCc1ccccc1Cl)c1c(N)n(Cc2ccccc2)c(=O)[nH]c1=O	0	2	-2	8	4	-4	0	7	-15
Cc1ccc(C(=O)Nc2ccc(C(=O)N/N=C/c3ccncc3)cc2)cc1	.	.	47*	-1	0	-2	6	.	-1
Cn1c(=O)[nH]c(=O)c2c1nc(NCCCn1ccnc1)n2CCOc1ccccc1	0	-5	0	7	4	5	2	-3	14
S=C(Nc1ccccc1Cl)N1CCCC1	4	-1	-4	-3	-1	-1	-7	15	-11
O=C(OCC(=O)N1CCCC1)c1ccc(O)cc1	0	6	2	0	3	-1	5	-4	3
CN(C)c1ccc(CNn2cnnc2SCc2ccc(F)cc2)cc1	18	-10	11	7	4	-2	10	-7	-2
NC(=O)CC[C@@H]1NC(=O)[C@H](CO)NC(=O)c2cc([N+](=O)[O-])cc(I)c2NCCCC[C@@H](C(N)=O)NC(=O)[C@H](Cc2ccc(O)cc2)NC1=O	.	.	-7	-3	-11	-3	-9	.	-6
CCCc1nnc(NC(=O)CCC(=O)NCCc2ccc(Cl)cc2)s1	-1	-1	0	1	1	2	6	10	0
O=C(Nc1cccc2ncccc12)c1ccc2c(c1)OCCO2	1	-1	-4	6	-1	-5	2	-5	-4
O=[N+]([O-])C(=c1ccc2c(c1)N1C3=C(CCCC3)CC3CCCCC31N=2)[N+](=O)[O-] (centres undefined)	.	.	-1	34*	-3	6	-6	.	20
